Screening data as filed in PubChem BioAssay.
mABHD4 FP – ABHD4 inhibitors, primary screen, biochemical, fluorescence polarization, mouse. AID 720543, 2013. inhibition, % at 8.92 µM. (Lyso)-N-acylphosphatidylethanolamine lipase (Mus musculus), Q8VD66. purified mABHD4, FP-Rh probe fluorescence polarization. actives 0.54% (n = 370,000);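 active = inhibition exceeding the mean over every tested compound plus 3 SD, cut at about 30% in these data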;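 also: 0% = plate median of compound wells and 100% = S159A mutant with DMSO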
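System: mouse ABHD4 enzyme, wild type / Medium: HEPES pH 7.0, NaCl, Pluronic buffer / Reagent: FP-Rh activity-based fluorescent probe / Control set: S159A mutant high control, sample median low control / Detection: fluorescence polarization with parallel and perpendicular emission, 525/598 nm / Schedule: 45 min + 60 min at 25 °C / Compound dosing: 8.92 µM, single dose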
NR1D1 modulator – modulators of Rev-erb alpha DNA binding, primary screen, biochemical, FITC-DNA, fluorescence polarization, uHTS; actives 0.79% (n = 370,000); AID 1259318, 2017; activity, % at 10 µM; Rev-erbα–FITC-DNA binding, 90 min; Nuclear receptor subfamily 1 group D member 1 (Homo sapiens), P20393;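 active = activity above about 14%, limit read from the data; passing the limit was not always enough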;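 also: 0% = DMSO wells with 35 nM protein and 100% = DMSO wells with 750 nM protein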
Target sequence (P20393 whole entry, looked up): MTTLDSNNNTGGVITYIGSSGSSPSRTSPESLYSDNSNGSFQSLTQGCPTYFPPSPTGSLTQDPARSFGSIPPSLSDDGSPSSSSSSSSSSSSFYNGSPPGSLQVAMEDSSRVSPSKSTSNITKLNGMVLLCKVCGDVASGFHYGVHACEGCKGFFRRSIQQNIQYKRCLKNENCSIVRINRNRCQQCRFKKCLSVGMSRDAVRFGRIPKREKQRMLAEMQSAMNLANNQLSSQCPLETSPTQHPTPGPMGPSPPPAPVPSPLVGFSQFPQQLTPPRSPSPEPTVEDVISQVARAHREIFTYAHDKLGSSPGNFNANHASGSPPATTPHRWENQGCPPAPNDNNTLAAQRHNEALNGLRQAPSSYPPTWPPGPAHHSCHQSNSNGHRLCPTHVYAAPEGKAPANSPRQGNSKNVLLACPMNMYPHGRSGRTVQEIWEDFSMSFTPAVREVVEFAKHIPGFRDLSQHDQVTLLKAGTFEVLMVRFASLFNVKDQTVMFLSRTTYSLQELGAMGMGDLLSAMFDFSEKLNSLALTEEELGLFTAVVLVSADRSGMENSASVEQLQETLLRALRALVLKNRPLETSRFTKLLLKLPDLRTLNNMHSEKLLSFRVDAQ
MBD2 inh – inhibitors of MBD2 binding to methylated DNA, primary screen, biochemical, TR-FRET, DNA-binding domain, human. Methyl-CpG-binding domain protein 2 (Homo sapiens), Q9UBB5. actives 0.31% (n = 370,000). inhibition, % at 4.4 µM. MBD2 binding to methylated oligonucleotide; in the data active = inhibition above about 13%
rCAG RNA binder – binders of r(CAG) RNA repeats, primary screen, biochemical, fluorescence; r(CAG) RNA repeat, TO-PRO-1 dye displacement fluorescence; inhibition, % at 3 µM; actives 1.3% (n = 370,000); AID 651821, 2012;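 active = inhibition above the plate cutoff, the mean of all test compounds on that plate plus 3 SD, cut at about 35% in these data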;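 also: 0% = DMSO alone and 100% = 100 µM mitoxantrone as full dye displacement; higher means more dye released from RNA so lower well fluorescence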
LEDGF integ inh – blockers of LEDGF/p75-dependent integrase strand transfer – biochemical, TR-FRET, high throughput, primary screen. TR-FRET IN-LEDGF/p75 DNA integration, Eu/Cy5. actives 0.64% (n = 370,000). inhibition, % at 3.7 µM;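 active = inhibition above the screen-wide mean plus 3 SD, cut at about 13% in these data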;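 also: signal is the Cy5 over europium emission ratio at 671 and 618 nm; 0% = plate median of compound wells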
PRMT1 inh – PRMT1 methyltransferase inhibitors, primary screen, biochemical, fluorescence polarization. recombinant PRMT1, activity-based probe fluorescence polarization. inhibition, % at 2.79 µM. actives 1.3% (n = 370,000). AID 652257, 2013;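 active = inhibition above about 21% made by adding two undisclosed values, limit read from the data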
Target sequence (Q99873 whole entry, looked up): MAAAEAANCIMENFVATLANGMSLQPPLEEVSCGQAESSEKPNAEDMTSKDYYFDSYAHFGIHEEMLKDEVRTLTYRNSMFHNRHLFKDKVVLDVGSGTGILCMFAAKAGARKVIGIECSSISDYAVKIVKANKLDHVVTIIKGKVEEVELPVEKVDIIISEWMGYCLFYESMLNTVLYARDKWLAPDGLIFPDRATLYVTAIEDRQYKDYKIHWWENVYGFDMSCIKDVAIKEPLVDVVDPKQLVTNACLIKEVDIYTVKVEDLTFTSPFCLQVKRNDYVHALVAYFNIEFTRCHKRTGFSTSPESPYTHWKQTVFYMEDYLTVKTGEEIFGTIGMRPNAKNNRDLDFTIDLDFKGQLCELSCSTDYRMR
UHRF1 MBD2 ctr – UHRF1 methylated DNA binding inhibitors, primary screen, counter-screen for MBD2 inhibitor project, biochemical, TR-FRET, human UHRF1, single concentration | UHRF1 binding to methylated oligo | actives 0.75% (n = 370,000) | inhibition, % at 4.4 µM | E3 ubiquitin-protein ligase UHRF1 (Homo sapiens), Q96T88 | AID 687016, 2013; in the data active = inhibition above about 21%;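 also: UHRF1 SRA domain binding a hemimethylated CpG hairpin DNA probe; 0% = median of test compound wells and 100% = reference inhibitor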
PG9 binder – binders of HIV-1 gp120 antibody PG9, primary screen, biochemical, TR-FRET. HIV-1 gp120 / PG9 antibody interaction. TR-FRET gp120-PG9 antibody binding. inhibition, % at 6.7 µM. actives 0.43% (n = 360,000); in the data active = inhibition above about 8.5%
TCR-CD3 inh – inhibitors of human TCR-CD3 interaction, primary screen, biochemical, fluorescence, TAMRA-labeled TCR probe | inhibition, % at 9.4 µM | AID 651800, 2012 | actives 0.37% (n = 360,000) | T-cell receptor (TCR); in the data active = inhibition above about 19%;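 also: recombinant mutant TCR 2C K166C tagged with TAMRA read by polarization; 0% = receptor in buffer alone and 100% = receptor with positive control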
HTRA1 inhibitor – HTRA1 serine protease inhibitors, primary screen, biochemical, fluorescence polarization, HTS; recombinant HTRA1, FP-rhodamine activity-based probe; actives 0.5% (n = 340,000); inhibition, % at 5.96 µM; Q92743; in the data active = inhibition above about 36%;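 also: 0% = enzyme with DMSO and 100% = wells lacking enzyme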
* = called active by the depositor; / = not tested or not shown. Some of the compounds tested; rates above refer to the full screens.

(1) O=C(CCCN1C(=O)c2ccccc2C1=O)N1CCOCC1
(2) Cc1ccc2c(c1)C(=O)CC(O)(C(F)(F)F)O2 (stereo unspecified)
(3) CC1=CCC2C(=O)N(c3cccc(C(=O)Nc4ccc(Cl)cc4)c3)C(=O)C2C1 (stereo unspecified)
(4) CCOc1ccc(OCC)c(NS(=O)(=O)c2ccc3c(c2)n(C)c(=O)c(=O)n3C)c1
(5) CC(=O)Nc1ccc(C=Cc2ccc([N+](=O)[O-])cc2)cc1
(6) CC(C)(C)OC(=O)N1CCC(NC(=O)c2[nH]cnc2C(=O)Nc2ccon2)CC1
(7) NC(=O)NC(=O)C(c1ccccc1)N1CCN(S(=O)(=O)Cc2ccccc2)CC1 (stereo unspecified)
(8) Cc1ccc(Nc2c(-c3ccco3)nc3nc(C)cc(C)n23)cc1
assay / compound	1	2	3	4	5	6	7	8
mABHD4 FP	-6	-8	-32	10	1	-3	1	7
NR1D1 modulator	-3	-5	12	1	1	1	-3	-2
MBD2 inh	-4	7	9	-1	-2	2	2	2
rCAG RNA binder	1	1	5	6	5	-5	1	-1
LEDGF integ inh	5	6	2	-1	-1	-1	-2	1
PRMT1 inh	-3	7	6	2	1	-2	-3	0
UHRF1 MBD2 ctr	3	6	6	3	-4	1	2	-3
PG9 binder	-2.8	0.5	-0.4	-1.4	0.1	0.8	-0.8	-5.1
TCR-CD3 inh	-11	-7	-2	-5	-1	6	2	9
HTRA1 inhibitor	6	4	-24	3	3	-6	-1	0

Look-ups from the list.
Result of cpd 6 under PRMT1 inh: -2
Result of cpd 7 under PG9 binder: -0.8
Result of cpd 3 under mABHD4 FP: -32

Next part
(9) CCC(C)NCCCOc1c(C)cc(C)cc1Br (stereo unspecified)
(10) Cc1ccc(-c2ccc(C(=O)NCCCNC(=O)c3cnccn3)o2)cc1Cl
(11) O=C(O)C1CCN(c2nc(-c3ccccc3)nc3c2oc2ccccc23)CC1
(12) CCc1cccc2c(C(=O)CSc3nnc(C4CC4)o3)c[nH]c12
(13) CC(C)c1ccc(CCNC(=O)c2cccc(S(=O)(=O)N3CCN(C)CC3)c2)cc1
(14) CCOC(=O)N1CCN(S(=O)(=O)c2cccs2)CC1
(15) Cc1ccc(CNC(=O)CCNC(=O)c2ccc([N+](=O)[O-])cc2)cc1
(16) CCC(C(=O)O)n1c2ccccc2c2cn[nH]c(=O)c21 (stereo unspecified)
assay / compound	9	10	11	12	13	14	15	16
mABHD4 FP	15	-7	1	-5	3	-11	-1	-11
NR1D1 modulator	-5	0	-8	6	-2	4	-2	5
MBD2 inh	-6	0	2	3	-3	8	2	2
rCAG RNA binder	8	-1	4	5	-5	-1	3	8
LEDGF integ inh	0	-2	1	0	-4	0	-1	4
PRMT1 inh	-2	1	-1	1	-1	3	0	9
UHRF1 MBD2 ctr	-1	-4	0	0	5	7	-3	6
PG9 binder	-1.7	-2.8	1.4	0.3	-2.5	1.5	0.4	2.2
TCR-CD3 inh	3	9	10	-3	-8	-4	-3	-4
HTRA1 inhibitor	0	-10	3	-18	-1	-4	4	1

Some of the entries above, reformatted.
[9] CCC(C)NCCCOc1c(C)cc(C)cc1Br (stereo unspecified)
- mABHD4 FP: 15
- NR1D1 modulator: -5
- MBD2 inh: -6
- rCAG RNA binder: 8
- LEDGF integ inh: 0
- PRMT1 inh: -2
- UHRF1 MBD2 ctr: -1
- PG9 binder: -1.7
- TCR-CD3 inh: 3
- HTRA1 inhibitor: 0
[10] Cc1ccc(-c2ccc(C(=O)NCCCNC(=O)c3cnccn3)o2)cc1Cl
- mABHD4 FP: -7
- NR1D1 modulator: 0
- MBD2 inh: 0
- rCAG RNA binder: -1
- LEDGF integ inh: -2
- PRMT1 inh: 1
- UHRF1 MBD2 ctr: -4
- PG9 binder: -2.8
- TCR-CD3 inh: 9
- HTRA1 inhibitor: -10
[11] O=C(O)C1CCN(c2nc(-c3ccccc3)nc3c2oc2ccccc23)CC1
- mABHD4 FP: 1
- NR1D1 modulator: -8
- MBD2 inh: 2
- rCAG RNA binder: 4
- LEDGF integ inh: 1
- PRMT1 inh: -1
- UHRF1 MBD2 ctr: 0
- PG9 binder: 1.4
- TCR-CD3 inh: 10
- HTRA1 inhibitor: 3

The main list resumes with the two entries that preceded the break.
(15) Cc1ccc(CNC(=O)CCNC(=O)c2ccc([N+](=O)[O-])cc2)cc1
(16) CCC(C(=O)O)n1c2ccccc2c2cn[nH]c(=O)c21 (stereo unspecified)
(17) O=C(COc1ccc(Cl)cc1)NNC(=O)c1cccnc1
(18) COc1ccc(CN2CCNC(=O)C2CC(=O)NCc2ccc(C)s2)c(OC)c1 (stereo unspecified)
(19) COC(=O)c1cc(S(=O)(=O)Nc2nn(C)c3cccc(F)c23)oc1C
(20) CC(=O)c1cccc(N(CC(=O)Nc2ccc(F)cc2F)S(C)(=O)=O)c1
(21) COc1ccc(NC(=O)c2ccccc2O)c(OC)c1
(22) CCOC(=O)c1cnc2ccc(C)cc2c1NCCN1CCOCC1
(23) CNc1ncnc2c1ncn2[C@H]1CN(Cc2ccc3c(c2)OCO3)C[C@@H](CO)O1
(24) Cc1ccc(C(C)C)c(OCCN2C(=O)NC(C)(C)C2=O)c1
assay / compound	15	16	17	18	19	20	21	22	23	24
mABHD4 FP	-1	-11	5	-6	2	5	6	-6	3	0
NR1D1 modulator	-2	5	-3	-5	-1	-4	1	3	-1	-3
MBD2 inh	2	2	-2	7	-2	-1	-5	-4	3	-6
rCAG RNA binder	3	8	0	0	1	1	0	-9	1	-2
LEDGF integ inh	-1	4	2	0	-1	3	0	44*	0	-1
PRMT1 inh	0	9	4	1	0	-1	1	-1	2	-1
UHRF1 MBD2 ctr	-3	6	18	2	1	-2	-1	3	2	-4
PG9 binder	0.4	2.2	2.9	2.3	-0.2	-0.1	-1.3	0.5	-0.3	1.5
TCR-CD3 inh	-3	-4	-7	-9	-2	-4	6	-11	6	-4
HTRA1 inhibitor	4	1	1	3	5	4	0	2	/	-3

(25) COc1ccc(S(=O)(=O)N(C)CC(=O)N2CCCCCC2)cc1OC
(26) N/C(=N\OC(=O)c1ccccc1Cl)c1ccncc1
(27) CCc1c(C)nc(SCC(=O)N2CCCCC2C)[nH]c1=O (stereo unspecified)
(28) O=C(COc1cccc(C(F)(F)F)c1)Nc1ccccc1N1CCCCC1
(29) CC(=O)C1=C(O)C(=O)N(CCNCCO)C1c1ccccc1 (stereo unspecified)
(30) CCC(C(=O)OCC(=O)NC1CCS(=O)(=O)C1)c1ccccc1 (stereo unspecified)
(31) Cc1ccc(S(=O)(=O)CCC(=O)OCc2ccccc2)cc1
(32) Cc1cc2c(=O)cc(-c3ccccc3)oc2c(C(=O)O)c1C
assay / compound	25	26	27	28	29	30	31	32
mABHD4 FP	3	-8	1	-7	4	-3	4	-9
NR1D1 modulator	0	4	-7	6	2	0	2	-3
MBD2 inh	2	1	1	-6	-4	-6	6	10
rCAG RNA binder	-1	-1	-1	4	0	3	-7	-1
LEDGF integ inh	0	7	-1	5	-3	4	0	8
PRMT1 inh	0	1	3	-4	-1	0	0	3
UHRF1 MBD2 ctr	0	5	1	0	-4	4	14	3
PG9 binder	0.5	-0.2	-1.9	-0.6	0.0	-0.2	-1.1	4.3
TCR-CD3 inh	-4	-3	4	4	3	-3	2	-3
HTRA1 inhibitor	1	0	2	3	0	-3	0	/

(33) Nc1nnc(SCC(=O)c2cccc([N+](=O)[O-])c2)s1
(34) Cc1ccc(Cl)cc1N1CCN(C(=O)C2CCC(=O)N2C(C)C)CC1 (stereo unspecified)
(35) Cc1ccc(N2C(=N)SCC2=O)cc1Cl
(36) CCC(=O)c1ccc(OCC(=O)OCC(=O)c2cc(C)n(C)c2C)cc1
(37) CCOc1ccc2[nH]cc(S(=O)(=O)c3ccc(F)cc3)c(=O)c2c1
(38) COc1cccc(OC)c1C(=O)Nc1ccncc1
(39) O=C1C2CC(O)CN2C(=O)N1c1ccccc1 (stereo unspecified)
(40) Cc1cccc(C(=O)O[C@H]2[C@H](C)NS(=O)(=O)[C@H]3CC4C=C[C@]23O4)c1
assay / compound	33	34	35	36	37	38	39	40
mABHD4 FP	7	4	-3	0	4	2	-6	0
NR1D1 modulator	-4	-6	1	2	3	3	-2	0
MBD2 inh	1	-6	2	2	-5	-1	1	-1
rCAG RNA binder	4	3	3	-5	4	3	5	2
LEDGF integ inh	-5	2	2	2	2	-7	8	0
PRMT1 inh	-1	1	2	-2	3	4	-3	1
UHRF1 MBD2 ctr	0	2	2	-3	-1	5	4	-2
PG9 binder	-0.1	3.7	-1.1	-1.0	-0.6	0.3	-0.4	0.8
TCR-CD3 inh	5	3	1	10	-2	-3	-6	1
HTRA1 inhibitor	-2	3	2	-1	-6	10	-1	-1

(41) COc1ccc(NC(=O)NC2(C(=O)N3CCN(C)CC3)CCCCC2)cc1
(42) O=C(Nc1nccs1)C1CCN(S(=O)(=O)c2ccc3c(c2)OCCCO3)CC1
(43) COc1ccc(S(=O)(=O)N2CCOC23CCN(C(=O)c2ccc(Cl)cc2Cl)CC3)cc1
(44) O=C(COC(=O)c1ccncc1)NC(=O)C1CCCCC1
(45) O=C(CSc1ccc(Cl)cc1)Nc1ccccc1N1CCN(C(=O)c2ccccc2)CC1
(46) O=C(CC12CC3CC(CC(C3)C1)C2)N1CCN(S(=O)(=O)c2cccs2)CC1
(47) CCOC(=O)c1sc(=S)n(-c2ccc(Cl)cc2)c1SC
assay / compound	41	42	43	44	45	46	47
mABHD4 FP	-2	-4	-2	13	2	-3	2
NR1D1 modulator	-2	-1	2	-1	8	4	4
MBD2 inh	5	1	2	-2	-1	-2	0
rCAG RNA binder	0	-4	-3	-4	0	-3	0
LEDGF integ inh	2	1	3	1	-1	-5	-2
PRMT1 inh	-1	-2	-1	-2	-5	0	4
UHRF1 MBD2 ctr	0	-4	-3	1	-3	0	-1
PG9 binder	0.7	-0.8	-0.2	-0.5	0.5	-0.2	-0.8
TCR-CD3 inh	-3	3	5	-2	1	5	1
HTRA1 inhibitor	1	-7	-18	4	-4	-2	3
